Growth percent in the NCI-60 one-dose screen (48 h, 10 µM unless noted): 100 = growth as untreated, 0 = no growth, -100 = all killed.
UACC-62: UACC-62 melanoma | actives 5.4% (n = 81,000) | AID 1794756
MALME-3M: MALME-3M melanoma | actives 5.8% (n = 78,000)
BT-549: BT-549 breast cancer; AID 1794793; actives 4.4% (n = 78,000)
UACC-257: UACC-257 melanoma | AID 1794764 | actives 4.4% (n = 78,000)
SK-MEL-2: SK-MEL-2 melanoma; actives 4.7% (n = 77,000)
SK-MEL-28: SK-MEL-28 melanoma; actives 4.1% (n = 81,000); AID 1794761
HS 578T: HS 578T breast cancer | actives 4.1% (n = 78,000)
T-47D: T-47D breast cancer; actives 5% (n = 79,000)
Active calls of the source: *; · = not tested or not shown; & = joins results of further samples; ! = not confirmed by another sample; [ ] = another dose, or the depositor's remark. The calls were made as follows: active = growth percent below 10; inactive = the rest.

Sample of the layout (11 entries):
1) SCc1cc2c(cc1Br)OCO2
2) CC(=O)OCC(=O)[C@@]1(O)[C@H](C)CC2C3CCC4=CC(=O)C=C[C@]4(C)[C@@]3(F)[C@@H](O)C[C@@]21C (some centres undefined)
3) CC1=C(C(=O)Nc2ccc(F)cc2)C(c2ccc(F)cc2)C2=C(CC(C)(C)CC2=O)N1 (centres undefined)
4) COc1ccc(NC(=S)N/N=C/c2ccnc(F)c2)cc1
5) CCOC(=O)c1[nH]c2cc(Cl)ccc2c1C(C(=O)NC1CCCCC1)N1CCN(CC)C(=O)c2ccccc2C1=O (centres undefined)
6) COc1ccc2c(c1)c(-c1noc(-c3cn(C)c4ncc(F)cc34)n1)cn2C
7) CNS(=O)(=O)c1n[nH]nc1-c1cc(C(C)(C)C)c(O)c(C(C)(C)C)c1
8) O=C(CCCCCSc1nc(-c2ccccc2)cc(-c2ccc(Cl)cc2)n1)NO

screen / no.	1	2	3	4	5	6	7	8
UACC-62	100	109	88	88	77	84	100	79
BT-549	105	77	97	97	106	·	101	·
UACC-257	97	96	99	93	99	94	85	86
SK-MEL-28	100	111	98	104	114	91	105	111
HS 578T	103	140	81	101	83	91	102	87
SK-MEL-2	104	115	109	94	91	94	104	96
T-47D	·	111	93	99	69	77	79	85
MALME-3M	107	85	104	99	102	77	88	92

9) Cc1cc2ccccc2c[n+]1CC(=O)c1ccccc1
10) Nc1ccc(OS(=O)(=O)c2ccccc2)cc1
11) O=C(Nc1ccccc1)Nc1ccc(C(=O)/C=C2\C(=O)Nc3ccccc32)cc1

screen / no.	9	10	11
UACC-62	97	96	88
BT-549	86	111	101
UACC-257	·	99	89
SK-MEL-28	110	111	103
HS 578T	105	100	96
SK-MEL-2	91	108	119
T-47D	80	99	95
MALME-3M	93	98	80

This part in full, repeating the preview:
1) SCc1cc2c(cc1Br)OCO2
2) CC(=O)OCC(=O)[C@@]1(O)[C@H](C)CC2C3CCC4=CC(=O)C=C[C@]4(C)[C@@]3(F)[C@@H](O)C[C@@]21C (some centres undefined)
3) CC1=C(C(=O)Nc2ccc(F)cc2)C(c2ccc(F)cc2)C2=C(CC(C)(C)CC2=O)N1 (centres undefined)
4) COc1ccc(NC(=S)N/N=C/c2ccnc(F)c2)cc1
5) CCOC(=O)c1[nH]c2cc(Cl)ccc2c1C(C(=O)NC1CCCCC1)N1CCN(CC)C(=O)c2ccccc2C1=O (centres undefined)
6) COc1ccc2c(c1)c(-c1noc(-c3cn(C)c4ncc(F)cc34)n1)cn2C

screen / no.	1	2	3	4	5	6
UACC-62	100	109	88	88	77	84
BT-549	105	77	97	97	106	·
UACC-257	97	96	99	93	99	94
SK-MEL-28	100	111	98	104	114	91
HS 578T	103	140	81	101	83	91
SK-MEL-2	104	115	109	94	91	94
T-47D	·	111	93	99	69	77
MALME-3M	107	85	104	99	102	77

7) CNS(=O)(=O)c1n[nH]nc1-c1cc(C(C)(C)C)c(O)c(C(C)(C)C)c1
8) O=C(CCCCCSc1nc(-c2ccccc2)cc(-c2ccc(Cl)cc2)n1)NO
9) Cc1cc2ccccc2c[n+]1CC(=O)c1ccccc1
10) Nc1ccc(OS(=O)(=O)c2ccccc2)cc1
11) O=C(Nc1ccccc1)Nc1ccc(C(=O)/C=C2\C(=O)Nc3ccccc32)cc1
12) Cc1ccc(C(F)(F)F)cc1N1CCN(C(=O)[C@H]2C[C@H]2c2ccc(S(F)(F)(F)(F)F)cc2)CC1

screen / no.	7	8	9	10	11	12
UACC-62	100	79	97	96	88	58
BT-549	101	·	86	111	101	92
UACC-257	85	86	·	99	89	90
SK-MEL-28	105	111	110	111	103	92
HS 578T	102	87	105	100	96	75
SK-MEL-2	104	96	91	108	119	88
T-47D	79	85	80	99	95	53
MALME-3M	88	92	93	98	80	95

13) O=C1C=CC(=O)c2c(O)c(CO)c(CO)c(O)c21
14) N/C(=N\N=C\c1ccc(Cl)cc1)c1c(N)nc(=S)[nH]c1-c1ccc(Cl)cc1Cl
15) O=c1oc2ccc(-c3ccc(F)cc3F)cc2c(=O)n1-c1ccc(Cl)c(C(F)(F)F)c1
16) CCCCCCCCn1ccc2cc(NC(=O)Cn3cc(CN4CCCCC4)nn3)ccc21
17) CCOC(=O)c1c2ccc3cn(Cc4ccc(Cl)cc4)nc3c2c(C)n1Cc1ccccc1
18) Nc1ccccc1-c1cc2c(c3c1[nH]c1ccccc13)CCCCC2

screen / no.	13	14	15	16	17	18
UACC-62	93	91	-54*	-81*	77	95
BT-549	97	93	-37*	72	108	108
UACC-257	94	108	-5.7*	-49*	97	105
SK-MEL-28	·	106	-20*!	-85*	123	107
HS 578T	113	102	-0.9*!	42	·	95
SK-MEL-2	119	108	-62*	36	111	92
T-47D	96	93	-12*	-14*	69	87
MALME-3M	9.3*	82	-27*	-88*	103	117

19) O=S(=O)(NCCNc1cc(-c2c(-c3cccc(O)c3)nc3sccn23)ccn1)c1ccc(O)cc1
20) CC1(C)C(O)C(C)(C)C1O (centres undefined)
21) O=C(O)C(=O)c1ccc[nH]1
22) O=C(O)c1ccc(S(=O)(=O)c2ccccc2)cc1
23) Cc1ccc(/C=C2\SC(=S)N(CCC(=O)NCCCN3CCOCC3)C2=O)cc1
24) N#Cc1ccc(Cn2cc(CSc3nc4ccccc4o3)nn2)cc1

screen / no.	19	20	21	22	23	24
UACC-62	91	106&108	104	91	90	100
BT-549	89	99&100	110	100	94	99
UACC-257	114	115&110	94	102	106	98
SK-MEL-28	107	118&113	101	107	101	102
HS 578T	92	106&102	103	98	86	111
SK-MEL-2	99	129&107	108	92	107	91
T-47D	52	105&113	107	99	75	88
MALME-3M	94	130	111	115	87	94

Next part, starting with the last two of the part before.
23) Cc1ccc(/C=C2\SC(=S)N(CCC(=O)NCCCN3CCOCC3)C2=O)cc1
24) N#Cc1ccc(Cn2cc(CSc3nc4ccccc4o3)nn2)cc1
25) CC1=C(SCCC(=O)N2CCNCCNCCNCC2)C(=O)c2ccccc2C1=O
26) COc1cc(Cn2cc(F)c(=O)[nH]c2=O)cc(OC)c1
27) O=C(c1ccc(Cl)cc1)C1[C@H](c2ccc(Br)cc2)[C@@H](c2ccccc2)NC12C(=O)Nc1ccc(Br)cc12 (some centres undefined)
28) CCn1cc2c(=O)nc3sc(Cc4ccccc4)c(C)n3c2n1
29) Fc1ccc(-c2nc3ncccn3c2-c2nc3ccc(Cl)cc3[nH]2)cc1
30) COc1cc(/C=C/C(=O)C(C(=O)/C=C/c2ccc(OC(=O)CCNc3nnc(C)s3)c(OC)c2)C(=O)CCNc2nnc(C)s2)ccc1OC(=O)CCNc1nnc(C)s1

screen / no.	23	24	25	26	27	28	29	30
UACC-62	90	100	106	98[50 µM]	-84*	92	68	-68*
BT-549	94	99	117	95[50 µM]	-73*	96	93	-44*
UACC-257	106	98	105	110[50 µM]	-71*	79	89	46
SK-MEL-28	101	102	115	109[50 µM]	-94*	104	92	-16*
HS 578T	86	111	101	97[50 µM]	-17*	92	·	18
SK-MEL-2	107	91	136	114[50 µM]	-93*	96	97	13
T-47D	75	88	98	·	-54*	88	73	41
MALME-3M	87	94	74	108[50 µM]	-96*	107	115	-30*

31) CCOC(=O)c1cc(C#N)c2sc3ccccc3n2c1=O
32) COc1ccc(-c2ccc(-c3ccc(C(=N)N)c(F)c3)s2)cc1
33) COc1cc2nc(Nc3ccc(F)cc3)nc(N)c2cc1OC
34) CC(=O)C(C)C(=O)c1cc(C)c(Br)s1 (centres undefined)
35) CCc1c(C)cc(C#N)c(=N)n1C(C)(C)C
36) CC(=O)C(C)CCc1ccccn1 (centres undefined)

screen / no.	31	32	33	34	35	36
UACC-62	85	-89*	94	115	109	104
BT-549	110	-92*	94	101	132	98
UACC-257	98	-87*	102	96	113	107
SK-MEL-28	113	-91*	105	115	123	108
HS 578T	124	-54*	111	102	150	100
SK-MEL-2	104	-75*	91	98	·	102
T-47D	93	-64*	83	99	101	99
MALME-3M	101	-62*	105	88	125	106

37) CC(=O)OS(=O)(=O)c1ccc(C)cc1
38) COc1cc2nc(-c3cccs3)cc(OCCCN3CCC(O)CC3)c2cc1OC
39) CC(C)(C)C(=O)CCCCCCCC/C=C/CCCC(O)c1ccco1 (centres undefined)
40) O=C(Nc1nc(C(=O)N2CCN(C(c3ccccc3)c3ccccc3)CC2)cs1)c1ccc(Nc2ccc(Cl)c(Cl)c2)c([N+](=O)[O-])c1
41) c1ccc(-c2ccccn2)nc1
42) O=C(CNCCO)Nc1ccc2ncnc(Nc3ccc(OCc4cccc(F)c4)c(Cl)c3)c2c1

screen / no.	37	38	39	40	41	42
UACC-62	117	97	95	65	99&98	104
BT-549	128	76	105	74	109&112	81
UACC-257	·	94	105	87	104&99	101
SK-MEL-28	112	99	106	98	118&108	91
HS 578T	107	80	106	91	103&102	103
SK-MEL-2	104	103	105	104	95&103	98
T-47D	89	103	104	60	91	45
MALME-3M	94	96	109	85	98	98

43) CC(C)(CCC(=S)N1CCOCC1)c1ccccc1
44) O=c1oc2ccccc2cc1-c1csc(N=Nc2c(O)[nH]c3ccc(Br)cc23)n1
45) CCCn1cnc2c(SCCc3ccccc3)nc(N)nc21
46) CC(=O)c1nn(-c2ccc(S(N)(=O)=O)cc2)c2nc3nccc(-c4cc5ccccc5oc4=O)c3c(=O)n12
47) O=C1C=C(Nc2ccccc2)c2ncccc2C1=O
48) Cc1cccc(OCC(O)CN2CCCCC2)c1 (centres undefined)

screen / no.	43	44	45	46	47	48
UACC-62	89&94	78&95	96	80	-92*	102
BT-549	105&110	63&102	99	83	-94*	·
UACC-257	102&104	105&97	100	114	-98*	115
SK-MEL-28	112&112	105&101	98	109	-81*	109
HS 578T	101	34&93	108	94	-8.3*	100
SK-MEL-2	134&108	60&107	106	106	-67*	189
T-47D	94&110	89&107	97	70	-48*	108
MALME-3M	94&112	56&99	·	97	-91*	117

49) Nc1cc(F)ccc1[N+](=O)[O-]
50) O=C1Nc2cc(-c3ccc(NS(=O)(=O)c4ccc([N+](=O)[O-])cc4)cc3)ccc2/C1=C/c1ccc[nH]1
51) Cc1c(Cc2ccccc2)c(=O)oc2c(C)c(OCc3nnc4n3C(=O)c3ccccc3-4)ccc12
52) N[C@H]1CCC[C@@H]1NCCCCN1C(=O)c2cccc3cccc(c23)C1=O
53) CC(/C=C1\N=C(c2ccccc2)OC1=O)=C\c1ccccc1
54) CCCCCCCCCCOc1ccc(/C=C/C(=O)c2ccc(B(O)O)cc2)cc1

screen / no.	49	50	51	52	53	54
UACC-62	101	1.0*	95	96	103	79
BT-549	103	-23*	103	74	110	58
UACC-257	118	4.0*	98	104	103	82
SK-MEL-28	104	10.0*	116	90	106	113
HS 578T	99	42	94	68	103	80
SK-MEL-2	114	14	108	·	114	94
T-47D	104	16	90	83	101	70
MALME-3M	108	-0.8*	114	104	90	·

55) C/C(=N/NC(=S)NC1CCCCC1)c1sc(Nc2ccc(C)cc2)nc1C
56) COC(=O)C1(O)NC(=C(C#N)C#N)C(C#N)=C1C(=O)c1ccco1 (centres undefined)
57) COc1ccc(/C=C2/C(=O)NC(SCC(=O)N3CCN(c4cc5c(cc4F)c(=O)c(C(=O)O)cn5C4CC4)CC3)=NC2N)cc1OC (centres undefined)
58) Cc1c2ccccc2nc(CSc2ccc(Cl)cc2)[n+]1[O-]
59) O=C(CSc1nnc(-c2ccc3nc(-c4ccc(Cl)cc4)[nH]c3c2)o1)Nc1ccc(Br)cc1
60) CN(C)Cc1ccccc1O
61) Cn1cnc2c(cnn2C)c1=O
62) N#Cc1c(-c2cccc([N+](=O)[O-])c2)cc(-c2ccc3ccccc3c2)[nH]c1=O
63) O=c1c2ccccc2c2nccn2c2cc(Cl)ccc12

screen / no.	55	56	57	58	59	60	61	62	63
UACC-62	70	95	102	83	-91*	110	92	79	129
BT-549	95	87	·	92	-70*	115	93	64	89
UACC-257	89	105	108	108	-13*	98	107	95	66
SK-MEL-28	93	105	105	105	-94*	104	122	95	97
HS 578T	60	100	105	99	-17*	124	139	·	77
SK-MEL-2	105	111	111	101	-70*	112	101	121	82
T-47D	78	101	110	93	54	109	112	82	85
MALME-3M	92	98	108	99	-81*	93	109	75	159

Screening data deposited in PubChem by NCI.
